Screening results from PubChem.
Bim-Bfl-1: disrupts Bim binding to human Bfl-1 | 190,000 compounds, 0.12% hits | inhibition, % at 10 µM | Bead-based flow cytometry, Bim-Bfl-1 binding inhibition;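 note: 0% = wells without compound plus tracer and 100% = blocker peptide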
Bim-Bcl-2: disrupts Bim peptide binding to human Bcl-2. P10415. Bead-based flow cytometry, Bim peptide-Bcl-2 binding. inhibition, % at 10 µM. 190,000 compounds, 0.06% hits. AID 950; in the data active = inhibition above about 40%; inconclusive = no clear call, values can overlap the other calls;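 note: 0% = no compound wells with probe peptide and 100% = reference peptide inhibitor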
RGS7-Gao reg: human RGS7-Galphao interaction regulation; AID 1439; P09471; binding response (% of control), % at 10 µM; Multiplexed bead flow cytometry, RGS7-Galphao binding; actives lie on both sides; 220,000 compounds, 0.35% hits; in the data active = binding response below about 49% or above about 150%; inconclusive = no clear call, values can overlap the other calls; inactive = in between;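 note: fluorescent Galphao held in activated GDP-AlF4 state binding bead-coupled RGS7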
Target sequence (P09471 whole entry, looked up): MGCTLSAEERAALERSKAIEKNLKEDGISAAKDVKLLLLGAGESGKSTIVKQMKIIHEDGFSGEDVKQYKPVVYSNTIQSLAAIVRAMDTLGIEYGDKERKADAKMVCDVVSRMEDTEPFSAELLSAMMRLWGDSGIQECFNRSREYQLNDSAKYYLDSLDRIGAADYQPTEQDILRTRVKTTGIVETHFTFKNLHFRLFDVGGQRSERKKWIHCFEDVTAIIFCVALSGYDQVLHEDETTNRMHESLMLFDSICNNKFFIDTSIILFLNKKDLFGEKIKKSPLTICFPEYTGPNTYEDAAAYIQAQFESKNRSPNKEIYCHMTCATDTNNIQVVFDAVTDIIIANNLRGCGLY
Bcl-B Bim block: disrupts Bim peptide binding to human Bcl-B | Q9HD36 | bead-based flow cytometry | inhibition, % at 10 µM | 190,000 compounds, 0.073% hits | AID 951;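 note: 0% = tracer peptide without compound and 100% = reference inhibitor peptide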
RGS4-Gao reg: modulates binding of RGS4 to human Galphao. Multiplexed bead flow cytometry; actives lie on both sides. P09471. AID 1415. binding response (% of control), % at 10 µM. 220,000 compounds, 0.33% hits; in the data active = binding response below about 49% or above about 150%; inactive = in between;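 note: fluorescent Galphao activated with aluminum fluoride binding bead-coupled RGS4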
Bcl-XL Bim block: inhibitors of Bim-Bcl-XL interaction, human; Bim peptide-Bcl-XL binding, bead flow cytometry, fluorescence; inhibition, % at 10 µM; 190,000 compounds, 0.04% hits
Mcl1 Bid PPI: Mcl-1/Bid interaction inhibition; Q07820; TR-FRET Mcl-1/Bid-Dy647 peptide binding, 1536-well; inhibition, % at 21.7 µM; 220,000 compounds, 0.97% hits; AID 1021;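 active = compounds that cut the binding signal by more than half at the single screening dose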;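 note: His-tagged Mcl-1 with europium anti-His antibody binding Bid BH3 peptide; 0% = Mcl-1 plus peptide wells and 100% = peptide-only wells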
Target sequence (Q07820 whole entry, looked up): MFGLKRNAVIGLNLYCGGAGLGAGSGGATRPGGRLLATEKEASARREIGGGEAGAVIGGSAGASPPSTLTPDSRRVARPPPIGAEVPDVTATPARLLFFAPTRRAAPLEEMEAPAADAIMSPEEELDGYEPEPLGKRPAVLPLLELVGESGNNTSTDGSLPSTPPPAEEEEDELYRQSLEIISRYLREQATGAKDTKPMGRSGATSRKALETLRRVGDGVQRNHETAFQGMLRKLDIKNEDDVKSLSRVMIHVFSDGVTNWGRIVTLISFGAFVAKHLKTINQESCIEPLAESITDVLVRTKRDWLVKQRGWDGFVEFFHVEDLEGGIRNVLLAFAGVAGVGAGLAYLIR
RGS8-Gao reg: human RGS8-Galphao interaction regulation | P09471 | multiplexed bead flow cytometry, RGS8-Galphao binding; actives lie on both sides | response (percent of control binding), % at 10 µM | 220,000 compounds, 0.34% hits; in the data active = response below about 60% or above about 140%; inactive = in between;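 note: Galphao activated as the GDP aluminium fluoride complex binding bead-coupled RGS8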
Bim-Mcl-1: inhibitors of Bim-Mcl-1 interaction, human | Q07820 | Bead-based flow cytometry, Bim peptide-Mcl-1 binding | inhibition, % at 10 µM | 190,000 compounds, 0.1% hits;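 note: 0% = no compound tracer wells and 100% = peptide blocker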
Mcl1 Noxa PPI: disrupts binding of human Mcl-1 to Noxa peptide | 220,000 compounds, 1.5% hits | AID 1022 | inhibition, % at 21.7 µM | TR-FRET Mcl-1/Noxa peptide binding, 2 h;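 active = compounds that cut the protein-peptide binding signal by more than 50% relative to plate controls in a single-dose test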;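 note: His-tagged Mcl-1 with rhodamine Noxa BH3 peptide and terbium anti-His antibody; 0% = Mcl-1 plus Noxa peptide wells and 100% = peptide-only wells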
Bim-Bcl-W: inhibitors of Bim-Bcl-W interaction, human; Q92843; bead-based flow cytometry, Bim peptide-Bcl-W binding; inhibition, % at 10 µM; 190,000 compounds, 0.02% hits;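 note: 0% = bound tracer without compound and 100% = peptide blocker; higher means less fluorescent Bim peptide bound to Bcl-W beads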
Target sequence (Q92843 whole entry, looked up): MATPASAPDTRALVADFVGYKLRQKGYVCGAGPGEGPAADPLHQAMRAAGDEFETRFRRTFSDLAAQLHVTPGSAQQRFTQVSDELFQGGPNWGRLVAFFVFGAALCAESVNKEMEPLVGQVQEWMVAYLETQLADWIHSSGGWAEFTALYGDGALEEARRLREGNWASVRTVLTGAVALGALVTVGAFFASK
Numbers without * were called inactive; ? = inconclusive; . = no result given. Cut-off read from the data, not from the text of the source, unless noted: active = inhibition above about 40%.

Start of the listing, in advance, 12 compounds:
SMILES | Bim-Bfl-1 | Bim-Bcl-2 | RGS7-Gao reg | Bcl-B Bim block | RGS4-Gao reg | Bcl-XL Bim block | Mcl1 Bid PPI | RGS8-Gao reg | Bim-Mcl-1 | Mcl1 Noxa PPI | Bim-Bcl-W
Cc1nn(Cc2c(Cl)cccc2Cl)c(C)c1N | 0 | -1 | 100 | -4 | 104 | -6 | -28 | 104 | -3 | 2 | -5
O=C(/C=C/c1cc([N+](=O)[O-])ccc1OC(F)F)NCc1ccc(F)cc1 | -11 | -7 | 97 | -5 | 100 | 1 | -9 | 101 | -3 | 2 | 1
CC(C)N(C(=O)Cn1c(-c2ccccc2Cl)nc2ccccc21)c1ccccc1 | -1 | -3 | 97 | -6 | 96 | -6 | 8 | 82 | -2 | 7 | -1
CC(C)=CC(=O)Nc1ccc(Cl)cc1 | 0 | 6 | 99 | 6 | 100 | -3 | -32 | 101 | 26 | -4 | -7
O=C(Nc1ccccc1F)c1ccn[nH]1 | -1 | 3 | 100 | -2 | 92 | 0 | -1 | 96 | 0 | 0 | 4
Cc1ccc(-c2cc(C(F)(F)F)n3ncc(C(=O)N4CCCCC4c4cccnc4)c3n2)cc1 (centres undefined) | -2 | -6 | 100 | -1 | 101 | 0 | -9 | 101 | -4 | -14 | -5
O=C(O)c1ccc(NS(=O)(=O)c2ccc3nnn(O)c3c2)cc1 | -6 | -6 | 104 | -6 | 99 | -1 | -10 | 109 | 0 | 8 | -2
CN(C)S(=O)(=O)Nc1ccc2c(c1)Cc1ccccc1-2 | -6 | -5 | 107 | -3 | 104 | 0 | -35 | 102 | 2 | -2 | 2
C=CCn1cnc2c(nnn2-c2ccc(Cl)cc2)c1=O | -2 | 0 | 103 | 0 | 102 | 0 | -7 | 100 | 2 | 19 | 4
O=C(Nc1cccc(-c2cnc3ccccc3n2)c1)c1ccc(Cl)cc1 | 9 | 2 | 98 | -36 | 100 | -6 | -16 | 99 | -4 | 6 | 1
CCOc1cccc2cc(C(=O)Nc3cc(C)on3)c(=O)oc12 | -7 | -1 | 83 | -7 | 72 | 2 | -23 | 92 | 0 | -24 | -4
O=C(O)CSCC(=O)Nc1cccc(C(F)(F)F)c1 | -2 | -4 | 100 | -2 | 102 | -3 | 0 | 104 | -1 | 7 | -5

The listing (from the top)
SMILES | Bim-Bfl-1 | Bim-Bcl-2 | RGS7-Gao reg | Bcl-B Bim block | RGS4-Gao reg | Bcl-XL Bim block | Mcl1 Bid PPI | RGS8-Gao reg | Bim-Mcl-1 | Mcl1 Noxa PPI | Bim-Bcl-W
Cc1nn(Cc2c(Cl)cccc2Cl)c(C)c1N | 0 | -1 | 100 | -4 | 104 | -6 | -28 | 104 | -3 | 2 | -5
O=C(/C=C/c1cc([N+](=O)[O-])ccc1OC(F)F)NCc1ccc(F)cc1 | -11 | -7 | 97 | -5 | 100 | 1 | -9 | 101 | -3 | 2 | 1
CC(C)N(C(=O)Cn1c(-c2ccccc2Cl)nc2ccccc21)c1ccccc1 | -1 | -3 | 97 | -6 | 96 | -6 | 8 | 82 | -2 | 7 | -1
CC(C)=CC(=O)Nc1ccc(Cl)cc1 | 0 | 6 | 99 | 6 | 100 | -3 | -32 | 101 | 26 | -4 | -7
O=C(Nc1ccccc1F)c1ccn[nH]1 | -1 | 3 | 100 | -2 | 92 | 0 | -1 | 96 | 0 | 0 | 4
Cc1ccc(-c2cc(C(F)(F)F)n3ncc(C(=O)N4CCCCC4c4cccnc4)c3n2)cc1 (centres undefined) | -2 | -6 | 100 | -1 | 101 | 0 | -9 | 101 | -4 | -14 | -5
O=C(O)c1ccc(NS(=O)(=O)c2ccc3nnn(O)c3c2)cc1 | -6 | -6 | 104 | -6 | 99 | -1 | -10 | 109 | 0 | 8 | -2
CN(C)S(=O)(=O)Nc1ccc2c(c1)Cc1ccccc1-2 | -6 | -5 | 107 | -3 | 104 | 0 | -35 | 102 | 2 | -2 | 2
C=CCn1cnc2c(nnn2-c2ccc(Cl)cc2)c1=O | -2 | 0 | 103 | 0 | 102 | 0 | -7 | 100 | 2 | 19 | 4
O=C(Nc1cccc(-c2cnc3ccccc3n2)c1)c1ccc(Cl)cc1 | 9 | 2 | 98 | -36 | 100 | -6 | -16 | 99 | -4 | 6 | 1
CCOc1cccc2cc(C(=O)Nc3cc(C)on3)c(=O)oc12 | -7 | -1 | 83 | -7 | 72 | 2 | -23 | 92 | 0 | -24 | -4
O=C(O)CSCC(=O)Nc1cccc(C(F)(F)F)c1 | -2 | -4 | 100 | -2 | 102 | -3 | 0 | 104 | -1 | 7 | -5
CCc1ccc(C(=O)CN2C(=O)C(C)N(c3ccc(C)cc3)C2=O)cc1 (centres undefined) | 0 | -1 | 103 | -3 | 102 | -3 | -10 | 102 | -3 | -9 | -4
COc1ccc2c(c1)CCc1sc(NC(=O)c3ccco3)nc1-2 | -3 | -4 | 99 | -6 | 102 | 0 | -4 | 100 | 0 | 13 | 2
C1=C(N2CCOCC2)/C(=C/c2nc3ccccc3[nH]2)CC1 | 11 | 2 | 90 | 1 | 88 | 2 | -63 | 89 | -4 | 40 | 5
Cc1ccc(OCc2nnc(SCC(=O)NC3CCCCC3)n2C)cc1 | -1 | -2 | 103 | -4 | 104 | -1 | -5 | 104 | -2 | -10 | -4
CCC(C(=O)Nc1ncccn1)(C(F)(F)F)C(F)(F)F | 0 | -1 | 95 | 0 | 97 | 1 | -10 | 100 | 1 | -1 | 0
O=C(CNC(=O)c1ccc(Cl)cc1Cl)OCC(=O)c1ccc2c(c1)OCCO2 | -15 | -19 | 98 | -35 | 98 | -7 | -10 | 103 | -115 | -2 | 2
CCOc1ccc2nc(NC(=O)c3c([N+](=O)[O-])cnn3CC)sc2c1 | 0 | 1 | 107 | -3 | 108 | -2 | 4 | 105 | 0 | 6 | 1
CCOc1ncccc1C(=O)Nc1ccc(-c2cn3ccsc3n2)cc1 | -6 | -6 | 102 | -6 | 100 | -5 | -7 | 102 | -6 | 17 | -4
CCNC(=O)CC1C(=O)N(CC)C(=S)N1NC(=O)c1cccnc1 (centres undefined) | -3 | 0 | 108 | -4 | 90 | -2 | 1 | 95 | 0 | 6 | 0
Cc1cccc(C)c1OCCCN1CCCC1 | -12 | -8 | 93 | -5 | 96 | -6 | 50 | 95 | -2 | 19 | 0
COc1ccc(N(CC(=O)Nc2cc(C)on2)S(=O)(=O)c2ccc(Cl)cc2)cc1 | -2 | -3 | 107 | 0 | 113 | 1 | -23 | 105 | 0 | 7 | -1
CCN(CC)S(=O)(=O)c1ccc(NC(=O)c2ccc(CN3CCOCC3)cc2)cc1 | -1 | -3 | 101 | -7 | 101 | -3 | -9 | 102 | -2 | 1 | -6
O=C1CCCC/C1=C\Nc1ccc(C(=O)O)c(O)c1 | . | . | . | . | 108 | . | -128 | 101 | . | 34 | .
CC1(C)CC(=O)/C(=C\c2cccc([N+](=O)[O-])c2)C(C)(C)N1 | -13 | -3 | 97 | -8 | 99 | -7 | -15 | 101 | -17 | 3 | -4
Cc1oc(C2CC2)cc1C(=O)O | 1 | 5 | 96 | 6 | 96 | 0 | -43 | 98 | 1 | 18 | 1
CCOc1cc(CNCCc2ccc(S(N)(=O)=O)cc2)ccc1OCC(=O)NC(C)(C)C | 0 | -3 | 88 | -2 | 90 | -1 | -8 | 97 | 0 | 10 | -1
S=c1[nH]nc(-c2cccnc2)n1/N=C/c1ccccc1 | . | . | ? | . | 102 | . | -48 | 101 | . | 7 | .
CN1OC(COC(=O)c2ccc(Cl)cc2)CC1c1ccccc1 (centres undefined) | -13 | -9 | 104 | -9 | 99 | -20 | -6 | 103 | 0 | -10 | 0
O=C(NCCC1=CCCCC1)c1ccc2c(c1)N(Cc1ccccc1)C(=O)CS2 | 0 | 0 | 95 | -4 | 96 | -9 | 4 | 96 | -5 | -8 | -7
COc1ccc(Nc2nc(CC(C)=O)ns2)cc1OC | 2 | -6 | 107 | -3 | 104 | 1 | -35 | 105 | 4 | 22 | 0
O=[N+]([O-])c1cnc2nc(-c3ccncc3)nn2c1O | -4 | 1 | ? | -1 | 101 | 0 | -25 | 102 | 1 | 9 | 0
O=C(Nc1nncs1)C1c2ccccc2Oc2ccccc21 | -2 | 1 | 97 | 0 | 94 | 0 | -18 | 98 | -1 | -10 | 0
Cc1cccc(CNCc2ccccc2)c1 | -2 | 0 | 93 | -4 | 93 | -3 | -5 | 93 | -4 | 3 | 0
COc1ccc(OCCSc2nnc(-c3ccccc3)n2N)cc1 | 6 | 0 | 118 | -3 | 104 | -4 | -5 | 99 | -7 | 7 | -4
O=C(C[n+]1cc(-c2ccc(Cl)cc2)n2c1CCC2)Nc1nc(-c2ccccc2)cs1 | . | . | ? | . | 103 | . | -15 | 102 | . | 12 | .
O=C(/C=C/c1ccc(F)cc1)c1ccc(N2CCOCC2)cc1 | . | . | ? | . | 100 | . | -14 | 100 | . | 16 | .
O=c1[nH]c(CCC2CCCC2)nc2ccccc12 | 0 | 1 | 98 | -5 | 98 | -1 | -20 | 102 | -2 | 15 | 0
Cc1nn(C)c(C(=O)Nc2ccn(Cc3c(F)c(F)cc(F)c3F)n2)c1[N+](=O)[O-] | -5 | -2 | 104 | -1 | 98 | 0 | -23 | 101 | 1 | 16 | 4
O=C1CCCC(O)=C1N=Nc1cccc(C(=O)O)c1 | -4 | -2 | 98 | -5 | 102 | 0 | -43 | 101 | 0 | 57* | -1
O=C(COc1ccc(S(=O)(=O)NC2CCCCC2)cc1)NCCC1=CCCCC1 | 1 | 12 | 104 | 0 | 101 | 3 | -10 | 101 | 0 | -17 | 0
O=C(Nc1ccc(Cl)cc1)c1ccncc1 | 0 | -4 | 100 | 0 | 100 | -1 | 4 | 100 | -3 | 5 | 0
COc1cccc(OC)c1OCc1cc(C2C3CCCC=C3C(C#N)=C(N)C2(C#N)C#N)c(C)cc1C (centres undefined) | -3 | -14 | 106 | 5 | 106 | 9 | -26 | 104 | 0 | 1 | 19
CCOC(=O)N1CCN(S(=O)(=O)c2ccc(C(=O)Nc3nc4ccc(F)cc4s3)cc2)CC1 | -3 | -6 | 103 | -7 | 104 | -1 | 45 | 102 | -3 | -25 | -4
NS(=O)(=O)c1ccc(N2CCCCCC2)c([N+](=O)[O-])c1 | -7 | -3 | 100 | -2 | 98 | -1 | -17 | 99 | 0 | -3 | -3
COc1ccc(Cl)cc1N1C(=O)CC(N2CCc3ccccc32)C1=O (centres undefined) | -16 | -5 | 88 | -7 | 92 | 7 | -77 | 94 | -7 | 4 | 0
Cc1ccccc1C(=O)NNC(=O)c1cc(N)cc([N+](=O)[O-])c1 | -4 | -3 | 99 | -2 | 97 | -2 | -61 | 102 | -3 | 30 | -2
Cc1ccc(C(=O)OCC(=O)Nc2cccc(S(=O)(=O)NC3=NCCCCC3)c2)c(C)c1 | -1 | -3 | 98 | -3 | 100 | 0 | 11 | 99 | 0 | 15 | 1
